KCNQ2 inh – KCNQ2 potassium channel inhibitors, primary screen, cell-based, CHO-K1, FluxOR thallium flux, B-score (AID 2156). Potassium voltage-gated channel subfamily KQT member 2 (Rattus norvegicus), O88943. 20 min; active compounds read low. B-score at 10 µM. actives 1.1% (n = 310,000);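 active = fluorescence ratio B-score at most minus 3 library SDs, with starting brightness B-score within 2 library SDs, cut at about -5.5 in these data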
Kir21 inh – inhibitors of mouse Kir2.1 inward-rectifier potassium channel. actives 0.85% (n = 310,000). HEK293-Kir2.1, FluxOR thallium flux fluorescence; active compounds read low. Inward rectifier potassium channel 2 (Mus musculus), P35561. AID 1672, 2009. B-score at 10 µM;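 active = fluorescence ratio B-score at or below minus 3 SD of library scores, with starting-brightness B-score within 2 SD, cut at about -4.2 in these data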;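 note: channel flux triggered by added potassium and thallium sulfate stimulus; B-score of peak minus minimum fluorescence over baseline after thallium stimulus; more negative B-score means stronger Kir2.1 block with less thallium influx; some compounds called inactive have numbers as strong as hits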
Target sequence (P35561 whole entry, looked up): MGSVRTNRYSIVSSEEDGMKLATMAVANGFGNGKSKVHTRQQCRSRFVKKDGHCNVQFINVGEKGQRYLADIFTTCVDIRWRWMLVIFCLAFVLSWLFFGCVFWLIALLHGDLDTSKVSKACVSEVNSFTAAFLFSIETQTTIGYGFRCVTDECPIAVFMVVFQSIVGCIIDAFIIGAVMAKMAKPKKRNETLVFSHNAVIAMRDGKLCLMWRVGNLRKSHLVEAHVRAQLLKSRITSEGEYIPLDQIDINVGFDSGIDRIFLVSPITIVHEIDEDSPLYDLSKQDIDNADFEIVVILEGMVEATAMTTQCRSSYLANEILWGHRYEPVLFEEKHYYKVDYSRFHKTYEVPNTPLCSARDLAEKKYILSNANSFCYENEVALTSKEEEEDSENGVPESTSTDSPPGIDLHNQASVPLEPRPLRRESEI
* = called active by the depositor; i = inactive.

KCNQ2 inh | Kir21 inh | Compound
i | -0.26 | COc1cc(CN=Cc2c(O)n(Cc3ccccc3)c(=S)[nH]c2=O)cc(OC)c1
i | 1.1 | CCCCCCc1cc2cc(S(=O)(=O)c3ccc(F)cc3)c(=O)oc2cc1O
i | -0.85 | Cc1ccc(S(=O)(=O)N[C@@H](Cc2ccccc2)C(=O)N2CCC[C@@H]2C(=O)O)cc1
i | -1.6 | CCOC(=O)Nc1c2ccccc2nc2ccccc12
i | 0.26 | O=C(O)c1c(N2CCCCC2)ccc([N+](=O)[O-])c1N1CCCCC1
i | 0.74 | CCCCCCC#Cc1ccc2c(c1)COc1c3ccccc3nn1-2
i | 0.56 | Cc1ccc2c(c1)c(N=NC(N)=O)c(O)n2C
i | 0.74 | COc1ccc(CNC(=O)C(C)OC(=O)CN2C(=O)COc3ccccc32)cc1 (stereo not drawn)
i | 0.46 | CCCCc1ccc(NC(=O)COCC)cc1
i | -0.68 | O=C(COc1ccccc1)N(Cc1cccs1)C1CCS(=O)(=O)C1 (stereo not drawn)
i | -0.33 | O=C(N=Nc1c(O)[nH]c2ccccc12)c1cc(-c2ccc(F)cc2)n[nH]1
i | -0.26 | Cc1ccc(NNC(=O)c2cccs2)cc1Cl
i | 0.97 | O=C(NC1CCCCCCC1)NC1CCCCC1
i | -0.33 | COc1ccc2nc(Cl)c(/C=N/Nc3ccccn3)cc2c1
i | 1.3 | N#C/C(=C\c1cccc(OCC(=O)O)c1)c1nc2ccccc2[nH]1
i | -0.7 | Cc1ccc(S(=O)(=O)N(C)CC(=O)Nc2cc(C)ccn2)cc1
i | 0.09 | CCOc1ccc(C(=O)Oc2ccc(NC(C)=O)cc2)cc1
i | 0.13 | CC(=O)c1sc(NC(=O)COc2ccc([N+](=O)[O-])cc2)nc1C
i | -2.1 | CCOC(=O)N1CCN(C(=O)c2ccc(CNS(=O)(=O)c3ccc(C)cc3)cc2)CC1
i | 0.34 | CCOC(=O)N1CCN(S(=O)(=O)c2cc(Br)cnc2N)CC1
i | -1.2 | CC1Cn2c(nnc2C23CC4CC(CC(C4)C2)C3)S1 (stereo not drawn)
i | 0 | CN(C)c1nc2ccc(OCCN3CCCCC3)cc2s1
i | 1.2 | CCOc1ccc(S(=O)(=O)Nc2ccc(S(=O)(=O)N3CCCC3)cc2)cc1
i | -0.7 | COc1cccc(NS(=O)(=O)c2ccc3c(c2)NC(=O)CC(=O)N3)c1
i | 0.92 | C=CCc1c(C)nc(C)nc1N/N=C/c1ccc(N(C)C)cc1
i | -0.99 | CCOc1ccc(NC(=O)CN2CCN(CC(=O)Nc3ccc(C(N)=O)cc3)CC2)cc1
i | 1.1 | COc1ccc2cc3cc(C(=O)NCc4ccc5c(c4)OCO5)oc3nc2c1
i | -3 | COc1ccc(N=C2SC(C(N)=O)CC(=O)N2Cc2ccc3c(c2)OCO3)cc1 (stereo not drawn)
i | -0.7 | CCOC(=O)C1CCCc2c1[nH]c1c(C(=O)O)cccc21 (stereo not drawn)
i | -0.34 | Clc1ccc(-c2nnc(SCc3nc(-c4ccccc4)no3)o2)cc1

A section taken from the entries so far, as a working copy:
KCNQ2 inh | Kir21 inh | Compound
i | -0.7 | CCOC(=O)C1CCCc2c1[nH]c1c(C(=O)O)cccc21 (stereo not drawn)
i | -0.34 | Clc1ccc(-c2nnc(SCc3nc(-c4ccccc4)no3)o2)cc1

Following part:
KCNQ2 inh | Kir21 inh | Compound
i | -0.19 | O=C(Cc1ccccc1)N1CCN(C(=O)c2ccco2)CC1
i | -7.6* | COc1ccc2c(c1)CCCN2C(N)=Nc1ccc(Cl)cc1
i | -0.02 | COC(=O)Cc1ccc(NC(=S)NCc2ccccc2OC)cc1
i | -1.2 | CCS(=O)(=O)c1ccc2oc(Nc3cc(C)cc(C)c3)nc2c1
i | -2 | CCOC(=O)C1CCN(C(=O)CCC(=O)NCCc2ccc(Cl)cc2)CC1
i | -0.17 | O=C(C1COc2ccccc2O1)N1CCN(S(=O)(=O)c2ccccc2)CC1 (stereo not drawn)
i | 1.4 | CCc1ccccc1NC(=O)c1cc2ncc(Br)cn2n1
i | 0.57 | CCn1c(O)c(C=C2N=c3ccccc3=N2)sc1=S
i | 0.01 | CNC(=S)N1CCn2cccc2C1c1cc(OC)c(OC)c(OC)c1 (stereo not drawn)
i | 0.05 | O=C(NCc1ccc2c(c1)OCO2)c1ccc(Cl)c(S(=O)(=O)N2CCOCC2)c1
i | 1.2 | O=C(Nc1ccccc1)/C(=C/c1ccc([N+](=O)[O-])cc1)NC(=O)c1ccccc1
i | 0.02 | O=C(Nc1ccccc1)C1=C[C@@H](c2ccc3c(c2)OCO3)C[C@@H](OCCCCO)O1
i | -0.02 | CCC(c1nnnn1CCOC)N1CCN(Cc2ccccc2OC)CC1 (stereo not drawn)
i | -2.6 | C=CCc1ccc(O)c(-c2ccc(O)c(CC=C)c2)c1
i | 0.47 | O=C(CSc1nc2ccccc2c(=O)n1-c1ccccc1F)Nc1ccc2c(c1)CCC2
i | -2.5 | O=C1c2cccc3c([N+](=O)[O-])ccc(c23)C(=O)N1c1ccccn1
i | -0.97 | COc1ccc(-c2nnn(CC(=O)N(CC(=O)NC3CCCC3)c3ccccc3F)n2)cc1OC
i | -2.5 | Cc1nn(Cc2ccc(F)cc2Cl)c(C)c1[N+](=O)[O-]
i | 0.57 | CCc1ccccc1NC(=O)CSc1ccsc1[N+](=O)[O-]
i | 0.05 | FC(F)(F)c1cc(NCc2cccs2)n2ncnc2n1
i | 1.6 | C=CCNc1cnn(-c2ccc(C)cc2)c(=O)c1Cl
i | 0.23 | Cc1cc(C)cc(-n2cccc2/C=C2/C(=N)N3C(=NC2=O)SN=C3S(C)(=O)=O)c1
i | 0.52 | COc1ccc(Cl)cc1NC(=O)CC1S/C(=N/N=C2CCCCCC2)NC1=O (stereo not drawn)
i | -0.14 | CCCn1c(SCC(=O)NC2CCCC2)nc2c1c(=O)n(C)c(=O)n2C
i | -0.34 | CC(NC(=O)Nc1ccc(Cl)cc1)C1CCCO1 (stereo not drawn)
i | -0.02 | Cc1cccc(OCc2nnc(SCC(=O)Nc3cccc(C(=O)N4CCOCC4)c3)n2C)c1
i | -1.6 | CN(C)/C=N/C(=S)Nc1ccccc1F
i | 0.09 | COc1ccc(C(=O)NCc2nnc(SCC(=O)N3CCc4ccccc43)o2)cc1OC
i | -0.73 | O=C(NNC1=C(C(=O)C(F)(F)F)CCC1)c1ccccc1Cl
i | -0.61 | CC(=O)CC(=O)Nc1ncccn1

(cont.)
KCNQ2 inh | Kir21 inh | Compound
i | 0.35 | OCC1OC(n2cnc3c(NC4CCCCC4)ncnc32)C(O)C1O (stereo not drawn)
i | 1.4 | Cc1ccnc2nc(C(=O)NCc3cccs3)nn12
i | 2.2 | O=C(NC1CCCC1)c1cc(-c2cccs2)on1
i | 0.8 | Cc1ccc(S(=O)(=O)c2n[nH]n3c2nc(=O)c2ccccc23)cc1
i | -1.8 | C/C(=N\NC(=O)CNC(=O)c1ccco1)c1ccc(Br)cc1
i | -3.4 | COC(=O)c1ccc(NC(=O)CN2C(=O)CC(C)S(=O)(=O)c3ccccc32)cc1 (stereo not drawn)
i | 0.53 | Cc1ccc(CC2CC(=O)N(c3ncccn3)C2=O)cc1 (stereo not drawn)
i | 0.01 | CC(C)N(CCn1cnc2c([nH]c3ccccc32)c1=O)C(C)C
i | -0.66 | CC(C)(C)c1ccc(C(=O)O/N=C(\N)c2ccccc2)cc1
i | 0.64 | CCc1cccc(NC(=O)Cn2cc(C=O)c3ccccc32)c1
i | 0.33 | CCCCn1c(SCC(=O)Nc2sc3c(c2C(N)=O)CCC3)nnc1-c1ccccc1
i | -1.6 | CC1CCN(C(=O)c2[nH]cnc2C(=O)NCC(=O)OC(C)(C)C)CC1
i | -0.75 | CC1(C)OC(c2ccccc2)=C/C(=C/C=N/NC(=O)c2ccncc2)O1
i | 1.8 | O=C(NN1CCOCC1)c1cc(-c2cccs2)nc2ccccc12
i | -0.02 | C=CCc1cccc2cc(NC(C)=O)c(=O)oc12
i | -1 | CCC(=O)OCC(=O)Nc1ccc([N+](=O)[O-])cc1OC
i | -0.57 | Cc1ccccc1-c1nc(SCc2ccccn2)c2c(=O)n(C)c(=O)n(C)c2n1
-6.9* | -4.1 | CC(C(=O)NCC1CCCCC1)N(C)Cc1cccc(Cl)c1 (stereo not drawn)
i | -1.3 | O=C(CSc1nc2c([nH]c3ccccc32)c(=O)n1-c1ccccc1)NCC1CCCO1 (stereo not drawn)
i | -1.3 | CC1(C)Cc2cccc(OCC(N)=O)c2O1
i | 2.1 | CCOc1ccc(S(=O)(=O)Nc2nc3cc(OC)ccc3s2)cc1
i | -1.5 | O=C(NCC1CCCO1)c1cccc(S(=O)(=O)N(Cc2ccccc2)c2ccccc2)c1 (stereo not drawn)
i | -0.94 | C=CCNC(=O)NC(=O)COC(=O)/C(C#N)=C/c1cc(C)n(CC(C)C)c1C
i | 0.07 | COc1cccc(C(=O)OCC(=O)NCCCc2ccccc2)c1
i | -0.36 | Cc1cccc(C)c1NC(=O)CCCSc1nnc(-c2ccc(F)cc2)n1-c1ccccc1
i | -0.51 | Cc1cccc(CN2CCC(CNC(=O)CSc3cc(=O)n(C)c4cc(Cl)ccc34)CC2)c1
i | 0.49 | COc1ccc(C)cc1C(=O)CCC(=O)NC1CCCCC1
i | -0.59 | CCOc1ccc(-n2c(C)nc3c(cnn3-c3ccc(Cl)cc3)c2=O)cc1
i | 0.18 | CCCOC(=O)NC(CC)COC(=O)Nc1cccc(C)c1C (stereo not drawn)
i | 0.15 | CC(C)(C)OC(=O)N[C@@H](Cc1ccccc1)C(=O)N[C@@H](CO)[C@H](O)[C@@H]1C[C@@H]1C(=O)N1CCCC1

Some of these compounds in order of the Kir21 inh value, descending:
KCNQ2 inh | Kir21 inh | Compound
i | 2.1 | CCOc1ccc(S(=O)(=O)Nc2nc3cc(OC)ccc3s2)cc1
i | 1.2 | O=C(Nc1ccccc1)/C(=C/c1ccc([N+](=O)[O-])cc1)NC(=O)c1ccccc1
i | -0.26 | Cc1ccc(NNC(=O)c2cccs2)cc1Cl
i | -0.7 | CCOC(=O)C1CCCc2c1[nH]c1c(C(=O)O)cccc21 (stereo not drawn)

Fetched by compound from above:
KCNQ2 inh | Kir21 inh | Compound
i | 0.18 | CCCOC(=O)NC(CC)COC(=O)Nc1cccc(C)c1C (stereo not drawn)
i | 0.01 | CC(C)N(CCn1cnc2c([nH]c3ccccc32)c1=O)C(C)C
i | -1.6 | CC1CCN(C(=O)c2[nH]cnc2C(=O)NCC(=O)OC(C)(C)C)CC1

(listing goes on)
KCNQ2 inh | Kir21 inh | Compound
i | -0.54 | O=C(c1ccc(Cl)cc1)N1CCC(O)(CSc2ccccc2)CC1
i | 0.07 | CCOC(=O)C1(Cc2cccc(F)c2)CCN(Cc2cnn(CC)c2C)CC1
i | -0.37 | Cc1cc[n+](-c2nc3ccccc3nc2C(=C=[N-])C#N)cc1
i | 0.03 | CCN(CC)C(=O)Oc1ccc2oc(=O)cc(-c3cc4cccc(OC)c4o3)c2c1
i | 0.02 | Cc1ccc(-n2nnnc2SCC(=O)N2Cc3ccccc3CC2C(=O)O)cc1 (stereo not drawn)
i | 1 | CCNC(=S)N/N=C(\C)c1ccc2ccccc2c1
i | 0.45 | CNC(=O)C(=O)NCC1CCCN1S(=O)(=O)c1cccs1 (stereo not drawn)
i | -0.41 | O=C1C2CCCN2C(c2ccccc2F)N1c1cccc(Cl)c1 (stereo not drawn)
i | -1.1 | CC(C)N1CCN(Cc2cccn2-c2cccnc2)CC1CCO (stereo not drawn)
i | -0.23 | O=C(CSc1ncnc2nc[nH]c12)Nc1ccc(Br)cc1Cl
i | 1.1 | O=C(NCc1ccncc1)C1CCN(S(=O)(=O)Cc2ccccc2)CC1
i | 2.1 | O=C(O)c1cccc(Nc2nc(-c3cc4ccccc4oc3=O)cs2)c1
i | -1.9 | COc1ccc(CNc2nc(SCC(=O)NCc3ccco3)nc3ccccc23)cc1
i | 0.01 | COC(=O)c1c(C(=O)OC)c(-c2ccc(Cl)c(Cl)c2)n2c1CCC2
i | 1.8 | CCCCC(NC(=O)c1ccc(Cl)cc1)C(=O)O (stereo not drawn)
i | 0.21 | Cn1c(SCC(=O)NC2CCCC2)nnc1-c1ccc(S(=O)(=O)N2CCOCC2)cc1
i | -2.1 | COC(=O)c1ccc(/C=N/Nc2nc(-c3ccccc3)cs2)cc1
i | 0.53 | O=C(NCCN1CCOCC1)c1c(O)nc2ccccn2c1=O
i | 0.49 | CCOC(=O)c1c(NC(=O)CSc2nccn2C)sc(C(=O)NC)c1C
i | -0.35 | Cc1oc2ccccc2c1-c1cn2c(n1)SCC2
i | 0.92 | CN(C)C(=O)c1cc([N+](=O)[O-])ccc1O
i | -0.01 | CC(C)CC(c1nnnn1CC1CCCO1)N1CCN(Cc2ccc3c(c2)OCO3)CC1 (stereo not drawn)
i | -0.38 | COc1ccc(NC(=O)CCS(=O)(=O)c2cccc3nonc23)cc1Cl
i | 1.5 | O=C(c1cc(=O)c2ccccc2o1)N(Cc1ccccc1)C1CCS(=O)(=O)C1 (stereo not drawn)
i | 0.19 | S=C(NCCCN1CCOCC1)N1CCN(c2ccccc2)CC1
i | 0.87 | Cc1cccc(N(C(=O)CCC(=O)Nc2cc(C)on2)C(C(=O)NC2CCCC2)c2ccc(C)o2)c1 (stereo not drawn)
i | 0.85 | Fc1ccccc1CNc1ccc(Cl)cc1
i | 0.14 | CNC(=O)COC(=O)c1ccc(Cl)c(S(N)(=O)=O)c1
i | -2.8 | COc1ccccc1CNS(=O)(=O)CCNC(=O)c1ccccc1
i | 0.66 | COc1ccc(NC(=O)c2c(C)cc(=O)oc2C)c(OC)c1
i | 1.1 | CC(NC(=O)C1CCC(C)(C(=O)O)C1(C)C)c1ccccc1 (stereo not drawn)
i | -1.5 | O=C(OCc1ccc(Cl)c(Cl)c1)c1ccccn1

Copied from the list:
Result of CC(C)(C)c1ccc(C(=O)O/N=C(\N)c2ccccc2)cc1 under Kir21 inh: -0.66
Result of O=C(NCCN1CCOCC1)c1c(O)nc2ccccn2c1=O under Kir21 inh: 0.53
